H9c2 TAG inh: inhibitors of triacylglycerol accumulation, primary screen, cell-based, uHTS, fluorescence, H9c2; H9c2 cells, Nile Red lipid (TAG) fluorescence; cells loaded with 200 µM oleic acid; inhibition, % at 12.5 µM; 230,000 compounds, 0.66% hits; AID 651582, 2012;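 active means pattern-corrected inhibition of lipid staining of at least 50% with the nuclear-stain viability signal not falling by more than 50%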;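 further: 0% = DMSO wells and 100% = triacsin C control wells; some results filed as inactive read as strong as hits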
H9c2 TAG inh DAPI viability: also measured in H9c2 TAG inh; calls as there; DAPI nuclei signal change (viability), lower = more cytotoxic, %;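 whole-well DAPI fluorescence read on a plate reader as a viability signal; minus 50 percent equals half of cells still viable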
* hit, by the source's call.

Structure | H9c2 TAG inh | H9c2 TAG inh DAPI viability
CCN(CC)CC(=O)N(CC(=O)Nc1c(C)cc(C)cc1C)C1CCCCC1 | 19.8 | -5.8
COc1ccc(CC(=O)NCCC(C)C)cc1S(=O)(=O)N1CCOCC1 | 3.5 | 11.4
CCc1ccc(-c2cn3c(n2)SCC3)cc1 | -7.2 | -0.8
O=C(C[C@H]1C[C@@H]2c3cc(NC(=O)C4CCC4)ccc3O[C@@H]2[C@H](CO)O1)NC1CCCCC1 | 0.6 | -11.2
COc1ccc(OC)c2sc(NC(=O)c3ccc(Br)s3)nc12 | 29.7 | -2.4
COc1ccccc1NC(=O)C1=C(C)Nc2nnnn2C1c1ccccn1 (configuration not stated) | -11.9 | 1.3
Cc1ccc(C(=O)N2CCN(Cc3ccc4c(c3)OCO4)CC2)cc1[N+](=O)[O-] | 8.7 | -5.5
N#CC1=C2N=C(N)c3c(sc4c3CCCCC4)N2C2=C(C(=O)CCC2)C1c1ccccc1 (configuration not stated) | 5.7 | 11.0
COC(=O)c1sc(SC)c(S(=O)(=O)C(C)C)c1N/N=C(\C#N)S(=O)(=O)c1ccccn1 | 11.7 | -5.4
NC(=O)c1ccc(-c2ccc(Br)cc2)o1 | 12.1 | -18.5

Part of the list above in another layout:
> COc1ccc(OC)c2sc(NC(=O)c3ccc(Br)s3)nc12
  H9c2 TAG inh: 29.7
  H9c2 TAG inh DAPI viability: -2.4
> COc1ccccc1NC(=O)C1=C(C)Nc2nnnn2C1c1ccccn1 (configuration not stated)
  H9c2 TAG inh: -11.9
  H9c2 TAG inh DAPI viability: 1.3

Other entries follow:
Structure | H9c2 TAG inh | H9c2 TAG inh DAPI viability
O=C(c1ccccc1)N1CCN(C(=O)c2ccccc2)c2ccccc21 | -2.9 | 0.9
CN1CCN(C(=O)/C(=C\c2cccs2)NC(=O)c2ccco2)CC1 | 1.2 | 3.0
CCOC(=O)c1cnc2ccc(C)cc2c1OCc1cc(F)cc(F)c1 | -18.5 | -2.9
CC(C[N+](C)(C)C)OC(=O)C1(c2ccccc2)CCCC1 (configuration not stated) | 2.4 | 0.0
COc1ccc(C(O)c2ncc(-c3cccc(C(F)(F)F)c3)[nH]2)cc1 (configuration not stated) | -40.3 | 0.5
FC(F)(F)c1cccc(Cc2noc(CN3C[C@@H]4CCC[C@H]3C4)n2)c1 | -23.4 | 6.8
c1ccc(CN(CCN2CCOCC2)Cc2ccccc2)cc1 | 2.9 | 1.0
CN(CC(=O)NCc1ccncc1)S(=O)(=O)c1ccc2ccccc2c1 | -18.4 | -1.1
Nc1ccc2c(C(F)(F)F)cc(=O)oc2c1 | -1.2 | 28.1
CC(=O)Nc1cccc(-c2ccnc3c2CC(C)(C(=O)Nc2cccc(NS(C)(=O)=O)c2)O3)c1 (configuration not stated) | 152.2 | -135.2
NC(=O)C1(N2CCCCC2)CCN(C(=S)Nc2ccc(F)c(Cl)c2)CC1 | 1.6 | 6.4
Cc1cc(NC(=O)COC(=O)C2CCN(S(=O)(=O)c3ccc(Cl)cc3)CC2)no1 | -2.1 | 1.0
O=C(c1ccco1)n1nc(-c2cccnc2)nc1NCc1ccco1 | -32.2 | 15.1
COc1ccc(-c2csc3ncnc(N4CCN(C(=O)c5ccco5)CC4)c23)cc1 | -1.4 | 2.1
CC1=NN(C(=O)c2ccc(C)cc2)C(O)(C(F)(F)OC(F)(F)F)C1 (configuration not stated) | -7.5 | 8.9
c1ccc(COc2cccc(-c3cc4nc(NCCc5ccncc5)ccn4n3)c2)cc1 | 10.6 | 7.4
CCOC(=O)CCCn1c(C)nc(=O)c(-c2ccccc2)c1C | -1.5 | 3.9
Cc1ccc(C)c(NS(=O)(=O)c2c(C)nc3sccn3c2=O)c1 | -11.1 | -0.3
Cc1ccc(C)c(-n2c(Cc3cc(=O)[nH]c(=O)[nH]3)nnc2SCC(=O)NCC2CCCO2)c1 (configuration not stated) | -7.2 | -8.4
CC(C)(C)C(=O)NCCn1ccc2ccccc21 | -12.9 | -0.3
O=C(O)CCC(=O)Nc1nnc(C(F)(F)F)s1 | 2.4 | -12.4
Cc1sc2ncnc(OCC(=O)NCc3cccs3)c2c1C | 5.2 | 2.0
CN(C)CCC=C1c2ccccc2CCc2ccccc21 | 15.0 | -8.6
O=C1c2ccccc2C(=O)C12OC2c1cccc2ccccc12 (configuration not stated) | -6.3 | 0.4
Cc1ccc(-c2noc(CNS(=O)(=O)c3ccccc3)n2)cc1 | 13.3 | -4.9
CCN(CC(=O)Nc1cc(Cl)ccc1-n1cncn1)Cc1nc2ccccc2c(=O)[nH]1 | -2.6 | -0.5
O=C1c2cccc3cccc(c23)C(=O)N1Cc1cccnc1 | -5.6 | -0.2
O=C1CC[C@@H](C(=O)N2CSC[C@@H]2C(=O)Nc2cccc(C(F)(F)F)c2)N1 | -8.1 | 3.2
CC1CCN(C(=O)COC(=O)[C@H](C)NS(=O)(=O)/C=C/c2ccccc2)CC1 | -0.5 | -9.3
CSCC[C@H](NC(=O)C1CCCC1)c1nc2ccccc2[nH]1 | 35.1 | -20.0
Cc1c(C(=O)N2CC(C)OC(C)C2)sc2nc(-c3ccc(F)cc3)cn12 (configuration not stated) | -11.1 | -1.6
COc1ccccc1-c1ccccc1C1=CC(=O)CC(C)(C)C1=O | 3.6 | -8.6
CCOC(=O)c1nc(Nc2cccc(C)c2)c2ccccc2n1 | 12.9 | -5.6
COc1ccc(OCCCCn2c(CO)nc3ccccc32)cc1 | -5.7 | -1.6
CN1CCN(C(=O)CSc2nc(-c3ccco3)cc(C(F)(F)F)n2)CC1 | 9.0 | -6.7
O=C1CN(C(=O)COC(=O)CCc2ccccc2)c2ccccc2N1 | 3.5 | 7.7
O=C(Nc1ccccn1)c1ccc(S(=O)(=O)N2CCCCC2)cc1 | -1.7 | 0.9
Cc1ccc(NC(=O)c2oc3ccccc3c2C)nc1 | -7.8 | 1.7
COc1c(O[C@@H]2O[C@H](CO)[C@@H](O)[C@H](O)[C@H]2O)cc2c(c1OC)-c1ccc(SC)c(=O)cc1C(NC(C)=O)CC2 (some centres not stated) | 4.7 | -12.3
COCc1ccc(-c2c(-c3cc(OC)cc(OC)c3)oc(=O)c3cc(OC)c(OC)cc23)cc1 | 4.7 | 6.2
CC(Sc1nnc(CN2CCCC2)n1Cc1ccccc1)C(=O)Nc1ccc(F)c(F)c1F (configuration not stated) | 13.9 | -7.6
N#Cc1ccccc1OCC(=O)OCC(=O)N1CCN(C(=O)c2ccco2)CC1 | 3.3 | -7.0
CC(=O)N1[C@H](C)C=C[C@]1(Cc1ccccc1)C(=O)NCCN1CCOCC1 | -0.4 | 2.9
N#Cc1c(-c2ccc(F)cc2)c(-c2ccc(F)cc2)nn(CCO)c1=O | 23.7 | -7.5
Cc1nn(C)c(Oc2cccc(Cl)c2)c1C(=O)Nc1ccc(F)cc1F | -7.6 | -6.7
C=CCn1c(=O)c(C(=O)Nc2ncccc2O)c(O)c2ccccc21 | -7.9 | 6.9
CCOC(=O)c1ccc2nc(NC(=O)c3ccco3)sc2c1 | -35.0 | 9.7
Cc1onc(-c2ccccc2)c1CNC(=O)Nc1ccc(F)cc1F | -16.7 | 4.9
O=C(NC12CC3CC(CC(C3)C1)C2)c1ccc(-c2ccccc2Cl)o1 | -10.1 | -6.4
NC(=O)C1CCCN(CC(=O)Nc2ccccc2C(=O)NC2CC2)C1 (configuration not stated) | -12.8 | 1.1

(list continues)
Structure | H9c2 TAG inh | H9c2 TAG inh DAPI viability
COc1ccc(/C(C)=N/NS(=O)(=O)c2ccccc2)c(OC)c1 | 0.2 | 1.3
CN1CCC(=O)N([C@H](CC#N)c2ccccc2)CC1 | -43.1 | -1.8
CSc1ccc(C(c2c(C(=O)O)[nH]c3ccccc23)c2c(C(=O)O)[nH]c3ccccc23)cc1 | 3.8 | 6.6
Cc1nc2cc(-c3ccsc3-n3c(C)ccc3C)[nH]n2c(=O)c1Cl | 7.8 | -14.4
Cc1ccc(CNC(=O)C2(C)CCN2C(=O)Cc2ccc(-c3ccccc3)cc2)cc1 (configuration not stated) | -13.7 | 2.6
O=C(NCc1ccccc1)C1Cc2c(-c3ccc(Cl)cc3)ccnc2O1 (configuration not stated) | 46.0 | -44.1
CCOC(=O)Cc1csc(NC(=O)CSc2nc(C)cc(=O)[nH]2)n1 | -0.1 | 5.1
CCN(CC(=O)Nc1cccc(S(N)(=O)=O)c1)Cc1nc2ccccc2c(=O)[nH]1 | 10.2 | -5.0
CCOc1ccccc1NC(=O)Cc1ccccc1OC | -45.4 | 1.4
CCn1c(SCC(=O)Nc2ccc(F)cc2F)nc2c(c1=O)SCC2 | 10.2 | -5.2
COCCn1c(SCC(=O)c2ccccc2)nc2c(c1=O)SCC2 | -15.5 | 1.1
Cc1ccccc1N(CC(=O)N/N=C/c1cc(C)n(-c2ccccc2C)c1C)S(C)(=O)=O | -2.8 | -10.4
CCCN1CCc2c(sc(NC(=O)c3ccc(S(=O)(=O)N4CCN(C(=O)OCC)CC4)cc3)c2C(N)=O)C1 | -18.3 | 9.8
COc1ccccc1-c1cccc([C@@H]2C[C@H]3[C@H](CON3C)CN2Cc2cc(Cl)cc(Cl)c2)c1 | -26.3 | 9.4
COc1ccc(/C=C/C(=O)OCC(=O)Nc2ccc(N3CCOCC3)cc2)cc1OC | -6.8 | 4.6
CCC(=O)N/N=C(\C)CC(=O)Nc1ccc2ccccc2c1 | 3.1 | -11.5
CC(c1ccccc1)N1CCc2[nH]c(=S)[nH]c(=O)c2C1 (configuration not stated) | 2.3 | 8.9
Cc1noc(/C=C/N(C)C)c1S(=O)(=O)N(C)CC(=O)NC1CCCCC1 | 2.1 | 0.9
O=S(=O)(c1cccs1)N1CCN(CCOc2ccccc2)CC1 | 3.8 | 8.7
CCOC(=O)COc1nc(Nc2ccccc2C)nc(N(C)C)n1 | -3.5 | 0.6
CC(NC(=O)CN1C(=O)NC2(CCCCCCC2)C1=O)c1ccccc1 (configuration not stated) | 5.1 | -1.9
CCCCc1ccc(NC(=O)N[C@@H](CC(C)C)C(=O)O)cc1 | -1.1 | -3.7
CC1=CC(C)(C)Nc2ccc(OC(=O)CN3C(=O)C4CCCCC4C3=O)cc21 (configuration not stated) | 5.8 | -3.8
O=C(c1ccc(CN2CCc3ccccc3C2)cc1)N1CCCCC1 | 2.2 | 3.7
O=C(COC(=O)CNC(=O)c1ccccc1F)Nc1ncc(Cl)cc1Cl | 0.0 | 1.9
CC(=O)N=C1C=CC(=CN(O)C(C)(C)Cc2ccccc2)C=C1 | -36.4 | -2.3
O=C(NCc1cccs1)c1cc2ccccc2o1 | -0.3 | 11.3
CCOC(=O)[C@@H]1[C@H]2COc3cc(OC)ccc3[C@@H]2N2C(=O)N(c3ccc(Cl)cc3)C(=O)[C@@]12C | 22.5 | -1.4
COc1ccc(CNCCCSc2ncccn2)c(OC)c1 | -4.7 | 10.1
CC(C)Oc1ccc(C(=O)N2CCN(C(=O)c3ccco3)CC2)cc1 | -5.0 | 3.0
COC(=O)C1CCN(C(=O)/C=C/c2ccc(OC)cc2)CC1 | 18.5 | -0.3
COc1cccc(NC(=O)CNS(=O)(=O)c2ccc3nc(C)sc3c2)c1 | 2.6 | 3.4
Cc1ccc(-c2nc(Cl)nc3ccccc23)cc1 | 2.4 | -3.4
Cc1ccc(Cn2nc(C)c(NC(=O)C3(C)CC3(Br)Br)c2C)cc1 (configuration not stated) | 46.5 | 6.4
CN(C)S(=O)(=O)c1ccc(N2CCCC2)c(C(=O)Nc2ccccc2F)c1 | 6.7 | 5.4
COc1ccc(-c2[nH]ncc2N=Nc2ccccc2)cc1 | 7.6 | 3.4
O=C(/C=C/c1ccccc1)NC(=S)NNC(=O)c1cccnc1 | -9.1 | 14.9
CCOc1ccc(NC(=O)CC2C(=O)N(CC)C(=S)N2NC(=O)c2ccncc2)cc1 (configuration not stated) | -13.6 | 5.0
COc1ccc(OCCC(=O)OCC(=O)NC(=O)NC(C)C)cc1 | 10.9 | -2.3
Cc1nn(C2CCS(=O)(=O)C2)c(C)c1CN(C)C(=O)c1ccc(S(=O)(=O)N(C)C)cc1 (configuration not stated) | -2.2 | 2.8
CCOCCCn1c(SCC(=O)Nc2oc(C)c3c(C)n[nH]c(=O)c23)nnc1-c1ccncc1 | 6.0 | -2.8
O=C(NC1CCCCCC1)C1CCN(C(=O)c2ccc(Cl)cc2)CC1 | -6.3 | -3.0
CC(C)[C@H](NC(=O)c1ccccc1)C(=O)OCC(=O)NCC1CCCO1 (some centres not stated) | -19.1 | 6.4
O=C(NC(c1ccc(Cl)cc1)c1ccsc1)C1CCN(CCOc2ccc(Cl)cc2)CC1 (configuration not stated) | 6.4 | 14.2
CCc1cc2c(N3CCCCC3)ncnc2s1 | -10.1 | 2.1
CN1CCN(c2nc(-c3ccc(Cl)s3)cs2)CC1 | 3.9 | 15.3
COc1cc(F)ccc1S(=O)(=O)N1CCN(C23CC4CC(CC(C4)C2)C3)CC1 | -6.2 | -7.9

Complete entries, looked up by structure.
Shown for COc1cc(F)ccc1S(=O)(=O)N1CCN(C23CC4CC(CC(C4)C2)C3)CC1 → H9c2 TAG inh: -6.2; H9c2 TAG inh DAPI viability: -7.9
Shown for O=C(NC(c1ccc(Cl)cc1)c1ccsc1)C1CCN(CCOc2ccc(Cl)cc2)CC1 (configuration not stated) → H9c2 TAG inh: 6.4; H9c2 TAG inh DAPI viability: 14.2

Assay outcomes (PubChem)

Only part of the results is shown; count on the stated rates, not on these rows.
